Source: PubChem
FAS-TE inh: FAS thioesterase domain inhibitors, primary screen, biochemical, fluorescence intensity, uHTS | recombinant FAS-TE, OMFH fluorogenic substrate, fluorescence endpoint | inhibition, % at 15 µM | 360,000 compounds, 0.67% hits | AID 602261, 2012;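 active = compounds whose normalised, plate-corrected inhibition of enzyme fluorescence in the single-dose primary screen is 50% or more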;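 note: 0% = DMSO with enzyme and 100% = substrate without enzyme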
MT1-MMP act inh: blockers of MT1-MMP proenzyme processing, primary screen, HT1080 RFP-PRO-GFP cells, GFP/RFP fluorescence; GFP/RFP ratio fluorescence, overnight; percent of plate control window, DMSO zero; 360,000 compounds, 0.061% hits; GFP/RFP ratio change, % at 20 µM;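 active = GFP/RFP ratio change of at least 30% with cell ATP level not reduced by more than half and red fluorescence within 50% of control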; note: strong numbers were not always called active
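Test system: HT1080 cells expressing an RFP-PRO-GFP fluorescent reporter construct / Compound dosing: single-point 20 µM compound, 1% DMSO / Schedule: cells overnight before dosing, compound overnight, 37 °C, 5% CO2 / Evaluation: GFP/RFP fluorescence ratio / Control set: DMSO and RFP-L50D-GFP cell wells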
Neddyl block: inhibitors of cullin neddylation, primary screen, biochemical, TR-FRET, uHTS, NAE and Ubc12; calls only at 25 µM; AID 651699, 2012; 360,000 compounds, 0.58% hits; in the data active = inhibition above about 36%
Target sequence (P61081 whole entry, looked up): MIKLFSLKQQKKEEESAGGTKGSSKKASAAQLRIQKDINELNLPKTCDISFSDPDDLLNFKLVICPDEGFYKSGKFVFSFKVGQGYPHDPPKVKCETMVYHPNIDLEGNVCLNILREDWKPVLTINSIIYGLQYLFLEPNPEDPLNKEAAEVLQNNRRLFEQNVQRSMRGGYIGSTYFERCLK
Target sequence (Q13564 whole entry, looked up): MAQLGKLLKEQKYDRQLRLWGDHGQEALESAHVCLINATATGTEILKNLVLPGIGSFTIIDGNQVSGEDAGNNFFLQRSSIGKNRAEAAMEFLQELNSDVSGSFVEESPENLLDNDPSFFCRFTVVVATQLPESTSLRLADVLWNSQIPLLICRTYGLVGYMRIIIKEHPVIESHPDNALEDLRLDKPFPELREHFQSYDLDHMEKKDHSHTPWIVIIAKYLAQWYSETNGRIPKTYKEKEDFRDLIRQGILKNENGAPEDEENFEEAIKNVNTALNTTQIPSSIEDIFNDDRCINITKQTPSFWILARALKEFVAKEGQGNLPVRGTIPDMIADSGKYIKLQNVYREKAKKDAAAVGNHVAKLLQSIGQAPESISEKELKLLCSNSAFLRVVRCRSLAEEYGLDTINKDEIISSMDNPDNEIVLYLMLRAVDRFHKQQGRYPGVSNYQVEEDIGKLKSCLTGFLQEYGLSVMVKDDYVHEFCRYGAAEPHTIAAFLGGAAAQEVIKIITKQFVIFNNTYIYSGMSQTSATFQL
MLLE-PAM2 inh: inhibitors of PABP1 MLLE–PAM2 peptide binding, primary screen, biochemical, fluorescence polarization, FITC-PAM2, GST-MLLE | 360,000 compounds, 0.36% hits | inhibition, % at 20 µM; in the data active = inhibition above about 35%, passing the limit was not always enough;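 note: plate controls were DMSO wells with GST-MLLE for no effect and wells lacking GST-MLLE protein for full effect; some results filed as inactive read as strong as hits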
CSN deneddyl inh: inhibitors of CSN-mediated cullin deneddylation, primary screen, biochemical, fluorescence polarization, uHTS. COP9 signalosome complex subunit 5 (Homo sapiens), Q92905. Purified CSN, SCF-Nedd8-OG deneddylation. inhibition, % at 12.5 µM. 360,000 compounds, 0.38% hits;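 active = pattern-corrected inhibition above about 35%, with an unprinted fluorescence ratio check between 0.5 and 1.5, limit read from the data, passing the limit was not always enough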;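 note: 0% = enzyme with substrate and 100% = substrate without enzyme; some results filed as inactive read as strong as hits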
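Assay system: purified human Csn5 enzyme expressed in HEK293T cells; measure: % inhibition; also added: SCFSkp2-Nedd8OG substrate at 10 nM final; technique: fluorescence polarization; times: reaction 90 min, room temperature; medium: Tris buffer pH 7.5, NaCl, DTT, Tween-20, trehalose, ovalbumin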
Rin1 Abl inh: inhibitors of Rin1-Abl protein binding, primary screen, biochemical, TR-FRET; AID 588664, 2011; 360,000 compounds, 0.4% hits; inhibition, % at 7.35 µM; in the data active = inhibition above about 5%, passing the limit was not always enough
SKN-1 inh: suppressors of acrylamide-induced Pgst-4::GFP reporter in worms, primary screen, SKN-1 inhibitor project, whole organism, uHTS, GFP/RFP fluorescence ratio, strain VP596. inhibition, % at 21.8 µM. 360,000 compounds, 0.49% hits. C. elegans VP596 Pgst-4::GFP/RFP ratio, 24 h;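 active = interference check ratio from 0.5 to 1.5 plus GFP to RFP signal ratio inhibition reaching or exceeding a fixed threshold, cut at about 30% in these data, passing the limit was not always enough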; note: some compounds called inactive have numbers as strong as hits
Rpn11 block: Rpn11 (PSMD14) deubiquitinase inhibitors, primary screen, biochemical, fluorescence polarization, uHTS | 26S proteasome non-ATPase regulatory subunit 14 (Homo sapiens), O00487 | human 26S proteasome, Ub4-pepOG fluorescence polarization; 20S core pre-blocked with epoxomicin | calls only at 20 µM | 360,000 compounds, 0.59% hits | AID 588493, 2011;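 active = inhibition at 20 µM, scaled to each plate's controls, above about 33%, limit read from the data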
NadD inh: inhibitors of S. aureus NadD, primary screen, biochemical, colorimetric, uHTS; Nicotinate-nucleotide adenylyltransferase NadD (Staphylococcus aureus N315); AID 602399, 2012; 360,000 compounds, 0.78% hits; purified NadD enzyme, colorimetric absorbance read-out; inhibition, % at 20 µM; in the data active = inhibition above about 26%; note: some compounds past the cut are filed as inactive
* marks the source's active call; other numbers are inactive results; i = inactive; . = no result given.

SMILES	FAS-TE inh	MT1-MMP act inh	Neddyl block	MLLE-PAM2 inh	CSN deneddyl inh	Rin1 Abl inh	SKN-1 inh	Rpn11 block	NadD inh
CC(=O)c1ccc(S(=O)(=O)Nc2ccccc2C(=O)NC2CC2)cc1	-7	3	i	4	-1	-3	15	i	1
COc1ccc(CN(CCc2ccccc2)Cc2ccccc2)cc1OC	27	-9	i	6	1	3	14	i	4
CCC1(C)Cc2c(sc(NC(=S)NC(=O)c3ccccc3)c2C#N)CO1 (stereo not drawn)	10	-3	i	5	2	-4	11	i	12
CC(=O)c1cccc(OCc2cc(C(=O)N(C)C(C)c3ccccn3)no2)c1 (stereo not drawn)	-2	1	i	-19	-7	1	2	i	-5
COc1cc(/C=N/NC(=O)c2ccc(CSc3nncn3C)cc2)cc(OC)c1O	-4	-1	i	-15	-6	-4	-1	i	-3
CN(CCOc1ccc(Cl)cc1)C(=O)c1cccc(S(=O)(=O)N2CCN(c3ccc(F)cc3)CC2)c1	33	1	i	3	-4	3	-7	i	-2
CCCc1ccc2oc(C(=O)NCCN3CCCC(O)C3)c(C)c2c1 (stereo not drawn)	-3	4	i	1	1	0	12	i	-5
Cc1cccc(C(=O)N2CCc3c([nH]c4ccccc34)C2CC(C)C)n1 (stereo not drawn)	5	-3	i	-10	-2	2	13	i	2
COc1cc(C)c(S(=O)(=O)n2nnc3ccccc32)cc1C	-3	2	i	-18	-2	-5	9	i	-1
COc1cccc(NC(=S)NNC(=O)Cn2nc(C(F)F)cc2C(F)F)c1	-7	-2	i	27	-2	1	0	i	0
Cc1csc(NC(=O)CCNC(=O)c2ccc([N+](=O)[O-])cc2)n1	68*	4	i	2	3	3	-5	i	1
CCOc1ccccc1N(CC(=O)Nc1cc(OC)ccc1OC)S(C)(=O)=O	-4	11	i	-1	2	0	-17	i	-6
CC(=O)c1ccc(N2CCN(C(=O)C3CCCN(S(=O)(=O)c4c(C)[nH]c(=O)[nH]c4=O)C3)CC2)cc1 (stereo not drawn)	-5	0	i	-4	-9	4	-6	i	1
COc1ccc(S(=O)(=O)N2CCN(c3ccc(F)cc3)CC2)cc1OC	-8	.	i	9	0	2	-17	i	-3
N=c1n(CCN2CCOCC2)c2ccccc2n1CC(O)COc1ccccc1 (stereo not drawn)	4	-4	i	-2	9	-1	-8	i	-5
Cc1c(C(=O)N2CCC(C)CC2)oc2ccc(S(=O)(=O)N3CCC4(CC3)OCCO4)cc12	-8	-3	i	18	5	0	8	i	7
O=C(CCS(=O)(=O)c1ccc2c(c1)NC(=O)CS2)NCCc1ccccc1	0	-2	i	-13	4	-2	8	i	-2
CC(Sc1nc(-c2ccccc2)cc(C(F)(F)F)n1)C(=O)Nc1ccc2c(c1)OCO2 (stereo not drawn)	6	0	i	-4	-6	0	-2	i	-6
CCOC(=O)c1sc(Nc2nc3c(OC)cccc3s2)cc1C	17	2	i	7	-4	-2	-6	i	0
NC(=O)c1ncn([C@@H]2O[C@H](CNCc3cccn3-c3ccncc3)[C@@H](O)[C@H]2O)n1	-8	2	i	-6	-1	-2	-12	i	0
O=C(NCC1CCN(Cc2ccc(Cl)cc2)CC1)C1CCCN(c2ncnc3c2nc2n3CCCCC2)C1 (stereo not drawn)	4	-1	i	-3	-3	3	-11	i	2
Cc1cc(C)nc(SCC(=O)Nc2sc3c(c2C#N)CCC(C)C3)n1 (stereo not drawn)	11	13	i	1	1	2	-29	i	-7
Cc1cc(F)ccc1-c1cc(C(=O)NCc2ccccc2)[nH]n1	2	1	i	11	1	4	3	i	0
Cc1ccc(NC(=O)Nc2ccno2)cc1	-4	4	i	14	10	1	-1	i	2
Cc1cccc(CN2CCN(CC(=O)NCc3ccc(F)cc3)C2=O)c1	-5	2	i	14	-1	4	5	i	2
CC1(C)CC(=O)C2=C(C1)NC(=O)CC2c1cc(F)ccc1F (stereo not drawn)	2	1	i	-10	0	-1	-11	i	0
O=C(/C=C/[C@H]1O[C@@H](n2ccc(=O)[nH]c2=O)[C@H](O)[C@@H]1O)NCCc1cccs1	-6	2	i	0	-2	2	10	i	2
C#CCN(C(=O)c1cc(COc2cccc(C(F)(F)F)c2)on1)C1CCCCC1	29	0	i	12	-7	-4	-6	i	4
Cc1c(NC(=O)CN2CCC(C(N)=O)CC2)cccc1[N+](=O)[O-]	-8	-4	i	-1	-10	-1	1	i	-1
COc1ccc(-c2cc3ccccc3oc2=O)cc1NC(=S)NC(=O)c1ccc2c(c1)OCCO2	4	-15	i	10	11	-1	-7	i	13
Cc1n[nH]c(=O)c2c(NC(=O)CSc3ccc(Br)cc3)oc(C)c12	-1	-3	i	22	2	1	9	i	-2
COc1ccc(C2=NN(C(=O)CSC3=NN4CCCC(=O)N=C4S3)C(c3cccc(OC)c3OC)C2)cc1 (stereo not drawn)	12	0	i	4	-3	-8	1	i	6
Cc1ccc(C(=O)N2CCCC(c3nc4c(nnn4Cc4ccccc4)c(=O)[nH]3)C2)cc1 (stereo not drawn)	-5	0	i	3	2	-1	8	i	11
COC(=O)c1ccc(CN2[C@H](C(=O)OC)C[C@@]3(O)[C@@H](O)[C@@H](O)[C@@H](O)C[C@@H]23)cc1	-9	0	i	21	-1	4	16	i	2
CCOC(=O)c1cnc2c(cnn2C)c1Cl	-2	0	i	-7	1	-12	-5	i	-4
COC(=O)[C@@]1(Cc2ccc(F)cc2)[C@H]2c3cc(C(=O)N4CCCC4)n(CCCNc4ncc(C(F)(F)F)cc4Cl)c3C[C@H]2CN1C(=O)c1ccccc1	28	-38	i	-10	0	2	11	i	19
CCOc1ccc(C(=O)N2CCCC(c3nc(-c4ccc(C)o4)no3)C2)cc1 (stereo not drawn)	2	1	i	10	2	-2	5	i	-1
CC(CNc1nc2ccc(Cl)cc2n2cnnc12)c1ccccc1 (stereo not drawn)	-7	4	i	7	-1	-3	24	i	-4
CCOC(=O)Cn1c(=O)oc2cc(S(=O)(=O)Nc3ccc(N(CC)CC)cc3C)ccc21	-4	-4	i	1	3	5	-2	i	2
C=CCc1cccc2cc(C(=O)OCC)c(=O)oc12	-6	3	i	-2	-10	0	-5	i	-1
CCCCN1C(=S)NC[C@@H]1C(C)CC (stereo partly drawn)	-4	2	i	-129	-2	0	0	i	0
COc1ccccc1CN1CC(C(=O)N(C)Cc2ccncc2C)CCC1=O (stereo not drawn)	-6	-3	i	1	0	1	-13	i	-1
O=C(Nc1nnc(COc2ccc(F)cc2)s1)c1ccco1	0	4	i	4	-7	-3	22	i	-3
COc1cc2cc(C(c3nnnn3C(C)(C)C)N3CCc4ccccc43)c(=O)[nH]c2cc1OC (stereo not drawn)	4	-3	i	-6	-3	3	14	i	-6
S=C1NC(c2ccccc2)=NCN1c1ccc(Cl)cc1	-6	-3	i	-111	2	2	-22	i	-3
O=S(=O)(c1ccc(Cl)cc1)N1CCN(c2ncnc3sccc23)CC1	34	-3	i	9	-3	0	-3	i	2
Cc1c(NC(=O)CN2CCN(c3ccc(O)cc3)CC2)c(=O)n(-c2ccccc2)n1C	-3	-5	i	2	7	2	-3	i	0
CC(C)Sc1nnc(Nc2ccccc2)s1	-7	-2	i	-14	1	-2	16	i	1
CCC(C)Sc1nc2c(cnn2-c2ccc(C)cc2)c(=O)[nH]1 (stereo not drawn)	-2	2	i	5	2	2	9	i	-1
CCNC(=S)N1CCC(c2nc3cc(C)c(C)cc3[nH]2)CC1	-5	5	i	-142	1	2	9	i	-5

Grouped by structure: those above with a Cl atom.
SMILES	FAS-TE inh	MT1-MMP act inh	Neddyl block	MLLE-PAM2 inh	CSN deneddyl inh	Rin1 Abl inh	SKN-1 inh	Rpn11 block	NadD inh
CN(CCOc1ccc(Cl)cc1)C(=O)c1cccc(S(=O)(=O)N2CCN(c3ccc(F)cc3)CC2)c1	33	1	i	3	-4	3	-7	i	-2
O=C(NCC1CCN(Cc2ccc(Cl)cc2)CC1)C1CCCN(c2ncnc3c2nc2n3CCCCC2)C1 (stereo not drawn)	4	-1	i	-3	-3	3	-11	i	2
CCOC(=O)c1cnc2c(cnn2C)c1Cl	-2	0	i	-7	1	-12	-5	i	-4
COC(=O)[C@@]1(Cc2ccc(F)cc2)[C@H]2c3cc(C(=O)N4CCCC4)n(CCCNc4ncc(C(F)(F)F)cc4Cl)c3C[C@H]2CN1C(=O)c1ccccc1	28	-38	i	-10	0	2	11	i	19
CC(CNc1nc2ccc(Cl)cc2n2cnnc12)c1ccccc1 (stereo not drawn)	-7	4	i	7	-1	-3	24	i	-4
S=C1NC(c2ccccc2)=NCN1c1ccc(Cl)cc1	-6	-3	i	-111	2	2	-22	i	-3
O=S(=O)(c1ccc(Cl)cc1)N1CCN(c2ncnc3sccc23)CC1	34	-3	i	9	-3	0	-3	i	2

Profiles, looked up by structure. Values in the order: FAS-TE inh	MT1-MMP act inh	Neddyl block	MLLE-PAM2 inh	CSN deneddyl inh	Rin1 Abl inh	SKN-1 inh	Rpn11 block	NadD inh
Entry for COc1ccccc1CN1CC(C(=O)N(C)Cc2ccncc2C)CCC1=O (stereo not drawn) = -6	-3	i	1	0	1	-13	i	-1
Entry for O=C(Nc1nnc(COc2ccc(F)cc2)s1)c1ccco1 = 0	4	i	4	-7	-3	22	i	-3
